mcGAS inh: mouse cGAS inhibition by luminescence; inhibition, % at 12.5 µM; hit rate 0.15% among 160,000; Q8C6L5; recombinant cGAS, Kinase-Glo ATP depletion luminescence;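 further: 0% = negative control wells and 100% = reference inhibitor with no enzyme activity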
NPYLR7 ag: mosquito NPYLR7 agonism; hit rate 0.15% among 270,000; HEK293T NPYLR7/Galpha15, GCaMP6s calcium fluorescence; activation, % at 10 µM; in the data active means activation above about 40%;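 further: 0% = vehicle and 100% = reference agonist at the receptor; some compounds past the cut are filed as inactive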
hcGAS inh: human cGAS inhibition | recombinant h-cGAS, ATP depletion, Kinase-Glo luminescence | inhibition, % at 12.5 µM | hit rate 0.081% among 290,000 | Q8N884;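 further: 0% = vehicle reaction and 100% = reaction without DNA for no activity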
Target sequence (Q8N884 whole entry, looked up): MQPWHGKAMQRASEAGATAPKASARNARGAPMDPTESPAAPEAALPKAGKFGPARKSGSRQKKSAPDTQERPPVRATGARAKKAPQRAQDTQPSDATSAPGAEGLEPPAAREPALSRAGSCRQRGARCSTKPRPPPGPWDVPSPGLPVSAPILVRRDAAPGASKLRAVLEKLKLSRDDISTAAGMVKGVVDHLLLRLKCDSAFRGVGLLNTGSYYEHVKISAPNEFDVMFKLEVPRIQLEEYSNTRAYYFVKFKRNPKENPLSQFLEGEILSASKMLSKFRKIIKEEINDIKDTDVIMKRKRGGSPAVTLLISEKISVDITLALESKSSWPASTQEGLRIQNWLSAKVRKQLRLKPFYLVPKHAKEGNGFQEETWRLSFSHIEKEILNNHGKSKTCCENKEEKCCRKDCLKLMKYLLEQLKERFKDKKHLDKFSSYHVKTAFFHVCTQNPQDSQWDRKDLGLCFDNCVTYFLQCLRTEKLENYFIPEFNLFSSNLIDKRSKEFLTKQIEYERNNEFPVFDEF
Starred values were filed as active, the others as inactive; . = not tested or not shown; & = joins results of further samples. Unless noted, no stated cut-off is given here; in the data, active means inhibition above about 40%; inactive means the rest.

smiles	mcGAS inh	NPYLR7 ag	hcGAS inh
CCOc1cc(C=C2C(=O)NC(=S)NC2=O)ccc1OCCBr	9	-5	1
COc1ccc(CC2CCN(S(=O)(=O)c3ccc(F)c(Cl)c3)CC2)cc1	-7	2	-6
COc1ccc2cc(C(=O)N3CCc4c([nH]c5ccccc45)C3c3ccccn3)n(C)c2c1 (centres undefined)	-10	5	-7
COc1ccccc1NC(=O)N(Cc1ccc(C(F)(F)F)cc1)CC1CC(c2ccc(F)cc2)=NO1 (centres undefined)	-7	14	-2
COc1ccc(CN(CC(C)C)C(=O)C23CC4CC(CC(C4)C2)C3)cc1OS(=O)(=O)c1ccc(F)cc1	-3	6	1
Cc1nn(C)cc1-c1c(-c2ccccc2)ncn1C(CC(C)C)c1cccnc1 (centres undefined)	.	11	-2
CN(C)S(=O)(=O)c1ccc(C(=O)NCc2ccccc2)o1	.	7	-16
O=C1C2CC=CC=C2NC(=S)N1CCc1ccc(Cl)cc1 (centres undefined)	.	1	-7

The last four compounds of the section before open the next one:
smiles	mcGAS inh	NPYLR7 ag	hcGAS inh
COc1ccc(CN(CC(C)C)C(=O)C23CC4CC(CC(C4)C2)C3)cc1OS(=O)(=O)c1ccc(F)cc1	-3	6	1
Cc1nn(C)cc1-c1c(-c2ccccc2)ncn1C(CC(C)C)c1cccnc1 (centres undefined)	.	11	-2
CN(C)S(=O)(=O)c1ccc(C(=O)NCc2ccccc2)o1	.	7	-16
O=C1C2CC=CC=C2NC(=S)N1CCc1ccc(Cl)cc1 (centres undefined)	.	1	-7
O=C(CN1C(=O)CNC12CCN(C(=O)Cc1ccsc1)CC2)Nc1ccc(F)cc1	.	2	-5
CCOC(=O)c1c(C)[nH]c(C(=O)OCC(=O)C23CC4CC(CC(C4)C2)C3)c1C	.	3	-8
CNc1cnc(-c2ccc(OC)cc2)cn1	.	2	-15
O=S(=O)(NC1CCCc2ccccc21)c1ccccc1 (centres undefined)	.	-3	3
O=C(NCCc1ccccn1)c1cc2n(n1)CCN(Cc1c(F)cccc1Cl)C2=O	-4	-5	-5
COCCn1cc(C(=O)N2CCN(Cc3ccccc3)CC2)c2nn(-c3ccccc3)c(=O)c-2c1	-10	5	-7
C=C(C)CN1CC(C(=O)O)CC1=O (centres undefined)	.	11	-2
Cc1ccc(S(=O)(=O)n2ccc(C(=O)O)c2)cc1	-1	-1	-3
CN(C)c1ccccc1C(=O)N1CCC(n2nccc2NC(=O)c2cccc(F)c2)CC1	-10	18	-6
CSc1ccc(C=Nc2ccc(-c3nnc4n3CCCCC4)cc2)cc1	.	5	-9
CCc1ccc(CN(C)C(=O)CN2CCN(c3ccc([N+](=O)[O-])c4cnccc34)CC2)cc1	-3	0	1
CC1CN(C(=O)CCCSc2nnc(-c3ccccc3Cl)n2-c2ccccc2)CCN1C(=O)c1ccc(Cl)cc1Cl (centres undefined)	-6	-1	-4
COC(=O)c1cccc(C(=O)N(C)C2CCCN(C3Cc4ccccc4C3)C2)c1 (centres undefined)	.	10	-10
CC1(C#N)CCN(Cc2cc(C(C)(C)C)n[nH]2)CC1	-4	.	-8
Cc1ccc(-c2nc(N)nc3[nH]ncc23)c(-n2cccn2)c1	-2	-8	4
COC(=O)c1c(C)[nH]c(C(=O)C(C)OC(=O)c2cnc(C)cn2)c1C (centres undefined)	.	0	-6

Sorted by heavy-atom count (low to high): 4 of the compounds above.
smiles	mcGAS inh	NPYLR7 ag	hcGAS inh
CNc1cnc(-c2ccc(OC)cc2)cn1	.	2	-15
O=C1C2CC=CC=C2NC(=S)N1CCc1ccc(Cl)cc1 (centres undefined)	.	1	-7
COc1ccc(CC2CCN(S(=O)(=O)c3ccc(F)c(Cl)c3)CC2)cc1	-7	2	-6
CN(C)c1ccccc1C(=O)N1CCC(n2nccc2NC(=O)c2cccc(F)c2)CC1	-10	18	-6

Next part:
smiles	mcGAS inh	NPYLR7 ag	hcGAS inh
COC(=O)c1ccc(CN2CCN(c3nccc(C(C#N)c4ccccn4)n3)CC2)cc1 (centres undefined)	.	-3	2
CCC(C)(C)NC(=O)Cc1nc(-c2ccsc2)oc1C	.	10	-1
O=C(NC1CCN(c2ccc(F)cc2)CC1)c1ccc2nc(C3CC3)oc2c1	.	14	0
O=c1cc(CN2CCc3ccccc32)nc2ccc(Br)cn12	3	-7	3
CC(NC(=O)c1ccc(CS(C)(=O)=O)o1)c1ccc(F)c(F)c1 (centres undefined)	.	7	-12
C=C1c2ccccc2C(=O)N1CCC(=O)Nc1ccccc1Cl	.	0	-5
Cc1ccc(NC(=O)Cc2csc(N3CCCC3=O)n2)cc1Cl	.	-2	-2
O=C(NCc1ccncc1)C1CCCN1C(=O)c1ccc2ccccc2c1O (centres undefined)	-16	-7	-9
CN(C)CCCOc1nn(Cc2ccccc2)c2ccccc12	-6	-6	-3&-1
O=C1CN(S(=O)(=O)c2ccccc2)CC(O)CN1Cc1cccs1 (centres undefined)	-6	20	-2
COc1cccc(CCNC(=O)C2CCCCC2C(=O)N2CCc3c([nH]c4ccccc34)C2)c1 (centres undefined)	1	-11	-1
NC(=O)c1ccc(-c2nc(CSC(=S)N3CCCC3)cs2)cc1	.	6	-6
Cn1c(COc2ccc(Cl)cc2Cl)nc2c1c(=O)[nH]c(=O)n2C	.	0	-4
Cc1c(C)c(C)c(S(=O)(=O)N2CCN(C(=O)c3ccc(-n4cncn4)cc3)CC2)c(C)c1C	-5	2	2
COc1ccc(-c2noc(COc3cccc4c3OCCO4)n2)cc1	.	4	-2
CC(C)N1CCC(CCN2C(=O)[C@H]3CNC[C@H]3C2=O)CC1	-6	.	-10
COCCOC1CCN(C(=O)c2cc(COc3ccc(-n4cncn4)cc3)on2)CC1	.	-1	-8
Cc1cc(Nc2ccccc2)n2nc(C)c(-c3ccccc3Cl)c2n1	0	7	4
COc1ccc(NC(=O)C2(C)CCN2C(=O)Cc2ccccc2Cl)cc1OC (centres undefined)	-1	-1	5
Cc1cnc(CN(C)Cc2cc3n(n2)CCNC3)[nH]1	.	14	-3
N#Cc1cc2c(nc1SCC(=O)c1ccc(Br)cc1)CCCC2	-8	6	0
CN(Cc1ccc2c(c1)OCO2)c1nc2c(cnn2C(C)(C)C)c(=O)[nH]1	.	7	-12
Brc1ccc(-c2cn3cccnc3n2)cc1	.	3	-8
Cc1ccc(CN(CC(O)COc2ccccc2)C2CC2)s1 (centres undefined)	-8	0	-7

In the list so far, these have a furan ring, fused or not.
smiles	mcGAS inh	NPYLR7 ag	hcGAS inh
CN(C)S(=O)(=O)c1ccc(C(=O)NCc2ccccc2)o1	.	7	-16
CC(NC(=O)c1ccc(CS(C)(=O)=O)o1)c1ccc(F)c(F)c1 (centres undefined)	.	7	-12

(cont.)
smiles	mcGAS inh	NPYLR7 ag	hcGAS inh
CCCC(O)(CCC)c1ccc(CN(Cc2ccccc2F)C2CC2)o1	-1	-7	0
c1cc(C2CCN(C3CCC4(CCNCC4)CC3)CC2)ccn1	-10	17	-3
COc1cccc(OCC2c3ccsc3CCN2C(=O)CN(C(=O)c2ccccc2Cl)C2CC2)c1 (centres undefined)	0	-3	-1
Cc1ccc(OCCN2CCC2(C)C(=O)Nc2ccc(Cl)c(Cl)c2)cc1 (centres undefined)	.	2	-8
Cc1cc(C)nc(NN=Cc2ccc(N3CCNCC3)s2)n1	-7	7	-1
Cc1ccc(C(=O)N[C@H](C(=O)OCCN(C)C)C(C)C)cc1	.	-2	-9
O=C(CSc1nnc2ccc(-c3cccc([N+](=O)[O-])c3)nn12)N1CCCCC1	-9	-14	-8
CCOc1ccc(C(C)NC(=O)CNC(=O)c2ccc(Cl)cc2Cl)cc1 (centres undefined)	-5	12	-4
Cc1ccc(S(=O)(=O)NCC(c2cccn2C)N2CCc3ccccc3C2)c(C)c1 (centres undefined)	-7	0	-5
CSc1nc(NNC=O)cc(Oc2ccc(NC(C)=O)cc2)n1	.	6	2
COCCNC(=O)C(NC(=O)c1ccc(OC)cc1)C1CCN(C(=O)c2ccc(C(F)(F)F)cc2)CC1 (centres undefined)	-4	1	-5
CCCCCCCCC(=O)Nc1c(-c2cccc(Cl)c2)nc2cc(C)ccn12	1	-10	3
OC(COc1cc(Cl)ccc1Cl)CN1CCc2sccc2C1 (centres undefined)	.	-1	-4
O=C(NCc1ccccn1)C(C1CCCC1)N1CCN(C(=O)c2ccc(Cl)cc2Cl)CC1 (centres undefined)	-7	-8	-7
CCCCN(C)S(=O)(=O)Nc1cnc(C(C)(C)C)nc1	.	1	-5
COC(=O)c1ccc(Cn2c(C)c(C(=O)NCc3cccs3)sc2=O)o1	.	9	-1
Cc1ccccc1-n1cnn(CN(Cc2ccccc2)C2CCS(=O)(=O)C2)c1=S (centres undefined)	.	-9	7
CCCCN1C(=O)CCC(C(=O)Nc2cccc(C)n2)C1c1ccc(OC)cc1 (centres undefined)	.	-1	-12
Cn1cc(S(=O)(=O)N2CCC(C(=O)O)CC2)cc1C(N)=O	.	-1	1
Cc1ccoc1C(=O)N1CCC(O)(C(=O)O)CC1	.	7	-3
COc1ccc(C(=O)N(Cc2cccc(C)c2)[C@@H]2CCCCC2NC(=O)[C@H]2CCCN2C(=O)c2ccco2)cc1 (some centres undefined)	-10	.	-5
CC(C)Cc1cc(Cn2cnc(-c3ccccc3)c2C2CCOC2)no1 (centres undefined)	.	0	-2
Cc1ccc(F)cc1CC(=O)N(C)Cc1ccncc1C	.	-1	-3
COc1cccc(CN(CCN2CCOCC2)Cc2nc(C(=O)N(C)Cc3ccccc3)co2)c1OC	2	3	1
Cc1cc(C2=NNC(=NC3CC3)SC2)c(C)n1Cc1ccco1	-2	2	-2
C=CCC1(OC)CCN(C(=O)c2cc(COc3ccccc3)on2)CC1	.	-1	-5
CCN(CC)c1nc(Nc2cc(C)cc(C)c2)c2cnn(-c3ccccc3)c2n1	-7	2	-7
Cn1cnnc1SCC(=O)N(Cc1ccco1)C1=CCCCC1	.	-4	-1
O=S(=O)(Nc1ccc2[nH]ncc2c1)c1cccs1	.	3	-4
C=CCNC(=O)C(=O)NC1CCCCC1	-2	11	-2
CCCCCCNC(=O)c1[nH]ncc1[N+](=O)[O-]	-6	-4	-2
Cc1ncc(CN(C)c2cc(Cl)nc(N)n2)s1	.	11	-6
COCCNc1ncc(Br)nc1Br	.	14	-9
CC(C)(C)c1ccc(C2SCCN2C(=O)c2cccc(F)c2)cc1 (centres undefined)	-5	22	-9
CC(Sc1nc(-c2ccccc2)cs1)C(N)=O (centres undefined)	.	-5	-7
CCOC(=O)c1cn[nH]c1S(=O)(=O)Nc1cccc(SC)c1	-7	14	-4
O=C(Nc1ccc(-c2nc3ccccc3o2)cc1)C1CCN(C(=O)C2CCCCO2)CC1 (centres undefined)	.	13	-2
CCCCCCCOc1ccc(NC(=O)N2CCC[C@H]2C(=O)N2CCC(C(=O)N3CCCCC3)CC2)cc1	-8	6	-10
Cc1nnsc1CNC(=O)CC(c1ccccc1)c1ccc(F)cc1 (centres undefined)	-8	4	2
COc1ccc(C(=O)Nc2c3c(nn2-c2ccccc2C)CS(=O)C3)cc1 (centres undefined)	.	8	-6

Individual results from the entries so far:
In NPYLR7 ag, Cc1nnsc1CNC(=O)CC(c1ccccc1)c1ccc(F)cc1 (centres undefined) has 4
In NPYLR7 ag, CC(C)(C)c1ccc(C2SCCN2C(=O)c2cccc(F)c2)cc1 (centres undefined) has 22

Other compounds follow:
smiles	mcGAS inh	NPYLR7 ag	hcGAS inh
CC(C)NC(=O)Nc1ccc(N(C)C)c(CN(CC2CCCO2)S(=O)(=O)c2cccc(Cl)c2)c1 (centres undefined)	-4	-5	-6
CCc1ccc(NC(=O)N(C)C(C)c2nc3ccccc3c(=O)n2-c2cc(OC)cc(OC)c2Br)cc1 (centres undefined)	-4	14	-8
CCc1nc(SCC(=O)N2CC[C@@H](c3sccc3C)[C@H](O)C2)n[nH]1	-13	-4	-7
COc1cccc(/C=C(/Cl)c2nc3ccccc3c(=O)[nH]2)c1	-4	11	-16
O=S(=O)(CCO)CCOC1CCCCCC1	.	-3	-17
CCC(C)NC(=O)c1cc(-c2cccc(OC)c2)nc2cc(-c3ccccc3)nn12 (centres undefined)	-8	10	-10
NC(=O)c1ccc(N2CCCCC2)c(NC(=O)C2CC2)c1	1	6	1
CCCn1ncc(C(=O)NC2CCCN(Cc3cccc(OC)c3)C2)c1C (centres undefined)	.	5	-9
O[C@@H]1CC[C@@H]2C[C@H]1[C@@H](O)CN2Cc1ccc(-c2ccccc2)cc1	-8	10	4
CC(C)c1nccn1C(C)C(=O)N1CCC(Oc2ncccn2)CC1 (centres undefined)	.	-1	-3
Cn1ncnc1CN(c1cccc(Br)c1)S(C)(=O)=O	.	6	-10
CCc1nnc(-c2cc3ccccc3n2CC(=O)Nc2ccccc2C(F)(F)F)o1	-7	2	-3
COc1cccc(CSc2nnc(CNC(=O)Nc3cccc(OC)c3)n2-c2cc(Cl)ccc2Cl)c1	-6	-3	-15
CN(C)CCN(Cc1cc(NC(=O)C2CCCC2)ccc1N(C)C)C(=O)c1ccc(F)cc1	-5	15	-7

Screening data from PubChem.
